Compound activity (PubChem)
TLR4 MyD88 comp – blocks binding of human TLR4 to MyD88; AID 861; inhibition, % at 8.4 µM; HeLa CL3-4 TLR4/MyD88 BLA complementation, FRET ratio; 200,000 tested, 0.18% active; O00206+Q99836; in the data active = inhibition above about 25%;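 also: 0% = vehicle and 100% = reference inhibitor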
Target sequence (O00206 whole entry, looked up): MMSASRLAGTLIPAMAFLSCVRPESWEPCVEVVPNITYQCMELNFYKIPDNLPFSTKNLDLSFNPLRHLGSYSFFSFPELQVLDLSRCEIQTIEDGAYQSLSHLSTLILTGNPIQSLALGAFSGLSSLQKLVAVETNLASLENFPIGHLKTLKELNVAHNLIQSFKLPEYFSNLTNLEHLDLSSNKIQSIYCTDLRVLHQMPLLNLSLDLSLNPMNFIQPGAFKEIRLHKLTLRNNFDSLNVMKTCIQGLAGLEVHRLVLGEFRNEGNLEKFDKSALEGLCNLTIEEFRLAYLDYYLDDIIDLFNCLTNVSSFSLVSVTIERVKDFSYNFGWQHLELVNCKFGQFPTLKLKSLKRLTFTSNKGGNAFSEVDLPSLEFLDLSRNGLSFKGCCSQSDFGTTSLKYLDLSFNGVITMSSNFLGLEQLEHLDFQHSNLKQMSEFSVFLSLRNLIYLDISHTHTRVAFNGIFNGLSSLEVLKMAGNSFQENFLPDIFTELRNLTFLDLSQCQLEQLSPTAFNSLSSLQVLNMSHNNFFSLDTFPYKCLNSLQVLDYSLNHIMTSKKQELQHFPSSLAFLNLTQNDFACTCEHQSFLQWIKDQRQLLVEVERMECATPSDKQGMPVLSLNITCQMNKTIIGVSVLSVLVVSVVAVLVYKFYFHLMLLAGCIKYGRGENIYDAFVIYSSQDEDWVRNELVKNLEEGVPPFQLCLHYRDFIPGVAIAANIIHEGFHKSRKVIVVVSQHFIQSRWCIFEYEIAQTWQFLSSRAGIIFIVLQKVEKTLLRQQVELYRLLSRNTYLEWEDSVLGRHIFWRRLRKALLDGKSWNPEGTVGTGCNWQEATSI
Target sequence (Q99836 whole entry, looked up): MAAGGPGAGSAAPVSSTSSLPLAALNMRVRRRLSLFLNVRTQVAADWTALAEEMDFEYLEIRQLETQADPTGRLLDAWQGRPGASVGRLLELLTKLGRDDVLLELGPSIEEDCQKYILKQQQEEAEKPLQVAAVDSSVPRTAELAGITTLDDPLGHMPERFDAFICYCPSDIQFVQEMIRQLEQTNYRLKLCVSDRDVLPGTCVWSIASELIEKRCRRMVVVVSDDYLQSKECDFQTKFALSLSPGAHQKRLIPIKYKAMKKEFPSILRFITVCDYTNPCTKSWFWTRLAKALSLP
Diaph act CS – diaphorase activation or chemical reduction counter-screen; 190,000 tested, 0.005% active; Diaphorase/resazurin coupled assay, resorufin fluorescence, 16 min; active compounds read high; 1 = vehicle wells, 0 = NADH-free wells; AID 1229; activation factor at 20 µM;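 active = diaphorase activity raised at least twofold by the compound at 20 µM; inactive = activation factor below 2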
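Material: purified diaphorase enzyme from Clostridium kluyveri; Also added: 0.114 mM NADH and 0.1 mM resazurin, final amounts; Doses: single compound dose of 20 µM, 1% DMSO final; Times: 16 min enzyme reaction, ambient temperature; Detection: resorufin fluorescence, excitation 544 nm, emission 590 nm; Measure: increased resorufin signal from activators or reducing compounds.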
STAT3 activator – STAT3 signaling activation | U3A cells, IL-6 STAT3-luciferase reporter, luminescence; 100% = signal with IL-6 EC80 alone | activation (% of control), % at 5.6 µM | 190,000 tested, 0.91% active | AID 871;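 active = activation above the screen-wide mean of compound activation plus 3 SD, cut at about 130% in these data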;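 also: 0% = background luminescence of wells with medium and substrate only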
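Test system: human U3A cells carrying STAT3-luciferase construct; control set: IL-6-only wells as 100% reference; timing: compound pre-incubation 1 h before IL-6, then 6 h stimulation at 37 °C; also added: IL-6 stimulus at 33 ng/mL final; evaluation: % activation versus median of IL-6-stimulated wells; detection: reporter luminescence signal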
Hsp70 activator – transcriptional activators of Hsp70; activation, % at 10 µM; 200,000 tested, 0.04% active; HeLa Hsp70 promoter luciferase reporter, luminescence; scaled: vehicle 0, proteasome-inhibitor control 100%; AID 1203;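 active = activation above the mean across all tested compounds plus 3 SD, cutoff set per campaign, cut at about 5.5% in these data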;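 also: 100% = MG132 at 30 µM as the positive control and 0% = DMSO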
APP transl inh – APP translation inhibition; SH-SY5Y APP 5'UTR-luciferase reporter, luminescence; inhibition, % at 2 µM; 190,000 tested, 0.82% active; AID 1285;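 active = inhibition above a set limit, derived from the sample mean plus 3 SD, cut at about 45% in these data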; also: values of inactives mirror those of a sister screen read the other way
STAT1 blocker – inhibitors of IFN-gamma induced STAT1 signaling | 200,000 tested, 0.35% active | inhibition, % at 5.5 µM | NIH 3T3 STAT1-luciferase reporter, luminescence | AID 920;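 active = inhibition above a set limit, the mean inhibition across all tested compounds plus 3 SD, cut at about 34% in these data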;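 also: 0% = IFN-gamma with DMSO and 100% = IFN-gamma with 300 µM nifuroxazide; values of inactives mirror those of a sister screen read the other way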
STAT3 inh – inhibitors of IL-6 induced STAT3 signaling | U3A cells, IL-6 STAT3-luciferase reporter, luminescence; host cell line lacks STAT1 | inhibition, % at 5.5 µM | 190,000 tested, 0.89% active;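 active = inhibition above the mean inhibition across all screened compounds plus 3 SD, cut at about 44% in these data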;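 also: 0% = DMSO only wells and 100% = 100 µM nifuroxazide control wells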
STAT1 act – activators of IFN-gamma induced STAT1 signaling | NIH 3T3 STAT1-luciferase reporter, luminescence; 100% = IFN-gamma alone, no compound | activation (% of control), % at 5.5 µM | 200,000 tested, 2.6% active;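 active = activation above the screen-wide mean activation plus 3 SD, cut at about 130% in these data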;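 also: raw ratio to IFN-gamma control signal so 100% means no change and 0% no light; values of inactives mirror those of a sister screen read the other way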
Diaphorase inh – inhibits diaphorase or chemically oxidizes, flagging diaphorase assay artifacts. inhibition, % at 20 µM. diaphorase resazurin-to-resorufin fluorescence, NADH, 16 min; bacterial (C. kluyveri) enzyme, not human. 190,000 tested, 0.69% active;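 active = primary screen inhibition at 20 µM above a set limit, cut at about 50% in these data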;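 also: plate controls were DMSO with full reaction for no effect and wells lacking NADH for full effect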
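Detection: fluorescence of resorufin formed from resazurin, Ex 544/Em 590 nm; test system: Clostridium kluyveri diaphorase enzyme; amount: 0.14 U/mL diaphorase, enzyme working solution; times: 16-min room-temperature incubation before reading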
G6PDH CS – inhibits Leuconostoc G6PDH, flagging false hits in G6PDH-based assays | inhibition, % at 5 µM | Purified L. mesenteroides G6PDH, diaphorase/resazurin coupled fluorescence, 45 min | 200,000 tested, 0.12% active; in the data active = inhibition above about 50%
* marks the source's active call; other numbers are inactive results; · = not tested or not shown.

SMILES	TLR4 MyD88 comp	Diaph act CS	STAT3 activator	Hsp70 activator	APP transl inh	STAT1 blocker	STAT3 inh	STAT1 act	Diaphorase inh	G6PDH CS
CC(OC(=O)C1=COCCO1)C(=O)Nc1ccc(Oc2ccccc2)cc1 (centres undefined)	16	1	107	0.2	20	0	-2	100	-1	0
O=C(CNC(=O)c1ccco1)Nc1ccc(S(=O)(=O)N2CCCC2)cc1	-4	0.9	103	-0.5	-4	8	-4	92	8	1
O=C1c2cnc3nc(SCc4ccccc4)nn3c2CC2c3ccccc3CCN12 (centres undefined)	-8	0.9	99	0.0	-8	-3	6	102	7	9
CN1CC(=O)N(CC(=O)N2N=C(c3ccc(Cl)cc3)CC2c2ccco2)C1=O (centres undefined)	3	1	93	-0.2	-4	-5	16	102	0	11
Cc1c(/C=N/Nc2ccc(F)cc2)c(O)n(C)c(=O)c1C#N	-5	0.4	103	-0.3	-4	3	2	96	56*	26
Cc1cc(C)nc(NN2C(=O)/C(=C/c3ccccc3)SC2=S)n1	8	1	100	-0.1	-6	-7	5	106	-5	8
CCOCCCn1c(SCC(=O)Nc2cc(C(C)(C)C)nn2-c2ccccc2)nc2ccccc2c1=O	4	0.8	104	-0.4	14	1	-3	98	16	-11
Cn1c2ccccc2c2nnc(SCC(=O)NCc3ccoc3)nc21	1	0.9	94	0.2	-4	-7	12	104	11	5
Cc1csc(NC(=O)C2CCCN(S(=O)(=O)c3cnc[nH]3)C2)n1 (centres undefined)	1	1	97	-0.3	14	9	12	92	-3	-4
COc1ccc(CCNC(=O)c2cccnc2)cc1	3	0.9	100	-0.3	-13	1	1	98	14	4
COc1ccc(C(=O)Nc2nnc(C(F)(F)F)s2)cc1	0	0.8	90	-0.1	-69	-17	16	116	16	2
COCC(C)NC(=O)Cc1ccc(F)cc1 (centres undefined)	-4	0.8	108	-0.4	-5	-3	-8	102	16	5
O=C(c1ccc(NS(=O)(=O)c2ccccc2)cc1)N1CCCC1	-8	0.9	99	-0.3	7	4	3	96	5	18
O=C(NC1CCCC1)c1ccccc1OCc1ccccc1	-5	0.9	106	-0.2	-8	-4	-2	104	15	1
Oc1c(CN2CCOCC2)cc(COCc2ccccc2)c2cccnc12	-1	0.5	96	0.0	92*	-21	4	119	53*	-4
CCN1CCN(C(=O)Cn2c(=O)sc3ccccc32)CC1	·	0.8	·	·	-2	·	·	·	15	4
COC(=O)c1ccc(C2Nc3ccc(/C(C)=N/NC(=O)C(OC)c4ccccc4)cc3C3C=CCC32)cc1 (centres undefined)	-2	0.8	93	-0.3	-10	9	14	92	24	6
O=C(CCc1nnc(Cc2c[nH]c3ccccc23)o1)NC1CCCC1	-10	0.8	107	0.0	17	7	-3	92	19	9
CC(C)CC(=O)Nc1cccc(C(C)O)c1 (centres undefined)	-5	0.8	102	-0.2	-9	-6	-2	104	16	3
COc1cccc(CNCCc2c[nH]c3ccccc23)c1OCc1ccc(F)cc1	13	1	106	0.3	-7	11	-1	90	-1	0
O=C(NNC(=O)c1ccccc1O)c1ccco1	-4	0.9	90	0.2	-40	-5	19	103	8	8
CC1CCCCN1CC(O)COCCC12CC3CC(CC(C3)C1)C2 (centres undefined)	-4	0.9	110	-0.1	-16	8	-10	92	6	7
CCOc1ccccc1/C=N/NC(=O)c1cccc(S(=O)(=O)N2CCOCC2)c1	9	0.9	96	-0.1	14	4	9	95	9	2
c1ccc(CSCc2cn3ccsc3n2)cc1	-10	0.8	124	-0.1	-64	-34	-28	132*	17	0

Some of the entries above, reformatted:
CC1CCCCN1CC(O)COCCC12CC3CC(CC(C3)C1)C2 (centres undefined)
  TLR4 MyD88 comp: -4	Diaph act CS: 0.9	STAT3 activator: 110	Hsp70 activator: -0.1	APP transl inh: -16	STAT1 blocker: 8	STAT3 inh: -10	STAT1 act: 92	Diaphorase inh: 6	G6PDH CS: 7
CCOc1ccccc1/C=N/NC(=O)c1cccc(S(=O)(=O)N2CCOCC2)c1
  TLR4 MyD88 comp: 9	Diaph act CS: 0.9	STAT3 activator: 96	Hsp70 activator: -0.1	APP transl inh: 14	STAT1 blocker: 4	STAT3 inh: 9	STAT1 act: 95	Diaphorase inh: 9	G6PDH CS: 2
c1ccc(CSCc2cn3ccsc3n2)cc1
  TLR4 MyD88 comp: -10	Diaph act CS: 0.8	STAT3 activator: 124	Hsp70 activator: -0.1	APP transl inh: -64	STAT1 blocker: -34	STAT3 inh: -28	STAT1 act: 132*	Diaphorase inh: 17	G6PDH CS: 0

Next section
SMILES	TLR4 MyD88 comp	Diaph act CS	STAT3 activator	Hsp70 activator	APP transl inh	STAT1 blocker	STAT3 inh	STAT1 act	Diaphorase inh	G6PDH CS
Cc1nn(CC(=O)Nc2ccc3c(c2)nc(CN2CCCCC2)n3C)c(=O)c2ccccc12	11	0.9	92	-0.1	6	6	13	95	13	8
CCOc1cccc(N2C(=O)CC(N3CCN(c4nc5ccccc5s4)CC3)C2=O)c1 (centres undefined)	10	0.9	101	-0.2	-7	4	-4	97	8	0
C[N+](C)(C)C/C=C1/COCO1	6	0.8	94	-0.3	0	13	8	88	20	4
Cc1cccc(CCNC(=O)CN(C)S(=O)(=O)c2cnc[nH]2)c1	-13	1	106	-0.2	-4	0	-9	100	-1	8
CN1CCN(c2ccc(S(=O)(=O)N3CCCCC3)cc2[N+](=O)[O-])CC1	-5	1	101	-0.2	13	6	4	96	4	5
COc1ccc(Cl)cc1N1C(=N)SCC1=O	0	0.8	103	0.0	4	-10	1	107	16	12
CCOc1cc(N(CC)CC)ccc1/C=C(/C#N)c1nc2ccccc2[nH]1	13	0.8	100	-0.4	-36	-16	0	115	24	8
Cn1nccc1C(=O)NC(=S)Nc1sc2c(c1C#N)CCCCC2	0	1	102	-0.2	-68	-7	5	107	2	5
Cc1cc(C)c(S(=O)(=O)Nc2ccc(O)c(Sc3ncn[nH]3)c2)c(C)c1	-19	0.9	101	-0.3	5	-1	4	101	11	-4
CC1(C)N=C(N)NC(Nc2ccccc2Cl)=N1	-17	0.9	103	-0.1	6	-4	-2	102	7	3
COc1ccc(-c2cc(C(F)F)n3ncc(C(=O)NCC4CCCO4)c3n2)cc1 (centres undefined)	1	0.7	85	-0.1	13	0	22	100	30	-64
COc1ccccc1/C=C/C(=O)OCC(=O)NCCC1=CCCCC1	16	0.7	108	0.3	-2	-6	-5	104	28	1
COc1ccc(C)cc1N(C(=O)CNC(=O)c1ccco1)C(C(=O)NC1CCCC1)c1cccnc1 (centres undefined)	-6	0.9	95	0.1	2	-14	8	113	9	0
CN(C)S(=O)(=O)c1ccc(C(=O)OCCn2cnc3c2c(=O)n(C)c(=O)n3C)cc1	-4	0.9	98	-0.2	-46	6	4	93	5	5
N#Cc1cnn(Cc2ccc(Cl)cc2)c1N	1	0.8	102	-0.1	-4	5	-2	95	19	-18
C=CCc1cc(Cl)ccc1OCCCNCCO	18	0.9	107	-0.3	-11	-11	-4	108	14	14
COc1ccc(NC(=O)C2CCCN(C(=O)NC3CCCCC3)C2)cc1OC (centres undefined)	-2	0.9	97	0.8	7	0	6	100	15	3
C=CCNC(=S)Nc1cccc2ccccc12	7	0.9	100	-0.3	-18	-2	10	102	14	8
CCCOc1ccc(C(CC(=O)O)NC(=O)CC(c2ccccc2)c2ccccc2)cc1 (centres undefined)	18	1	107	-0.1	4	4	-2	97	5	13
CNC(=O)COC(=O)c1cc(NC(=O)c2ccco2)c(OC)c(OC)c1	0	0.9	88	-0.3	-6	2	20	99	7	-8
Clc1cccc(-c2nnc(-c3ccccc3)o2)c1	-5	0.9	72	-0.1	-136	-61	36	156*	6	0
CCCn1c(NC(=S)Nc2ccccc2)nc2ccccc21	2	0.9	125	0.5	-9	8	-24	93	13	-5
CCn1cc(C(=O)N2CCc3ccccc3C2)c(=O)c2cc(S(=O)(=O)N3CCCCC3)ccc21	1	0.8	102	-0.5	7	10	7	91	16	16
Cc1nccc(-c2ccc3c(c2)OCO3)n1	20	0.9	104	0.0	-6	1	-5	99	6	7
COc1ccc(NC(=O)Nc2cccnc2)cc1	11	0.9	108	-0.1	-4	-14	-2	111	6	1
COc1cccc(/C=N/n2c(SC)nnc2-c2ccccc2)c1OC	4	0.9	98	0.2	10	-1	8	101	8	12
CCOC(=O)/C(C#N)=C(/C)c1ccc(OC)cc1	-3	0.9	110	-0.5	16	1	-6	99	7	-3
CCCC(=O)c1c(NC)cc(C)oc1=O	-7	1	106	0.0	-6	10	-2	91	-2	11
Cc1cccc(NC(=S)N2CCCC(c3nc4ccccc4[nH]3)C2)c1 (centres undefined)	10	1	103	-0.1	5	-1	3	99	3	4
c1ccc(-n2cnc3cc(NCc4ccncc4)ccc32)cc1	3	0.9	99	-0.1	3	-23	4	122	12	21
Cc1cc(C)c(C)c(S(=O)(=O)N2CCN(CC(=O)NC(=O)NCc3ccccc3)CC2)c1C	-8	0.8	103	-0.3	-4	-3	0	103	23	5
C/C(=N\N=C(/N)SC1CC(=O)N(c2ccc(Br)cc2)C1=O)c1cccs1 (centres undefined)	7	0.8	103	-0.1	-3	0	2	100	22	3
CCc1ccccc1NC(=O)CSC1=C(C#N)C(c2ccc(O)c(OC)c2)C2=C(CCCC2=O)N1 (centres undefined)	-5	0.8	112	-0.5	-12	2	-9	97	23	9
COc1cc(NC(=S)NN2CCOCC2)cc(OC)c1	-2	·	101	-0.1	-5	7	3	94	·	·
NNC(=O)c1ccc(-c2cccc([N+](=O)[O-])c2)o1	0	0.7	89	-0.1	-15	-5	18	106	32	3
CCOC(=O)Cc1nnc2c(Nc3ccc(C)cc3)nc3nonc3n12	10	0.9	104	-0.2	17	1	-1	99	13	-22
Cc1ccccc1NC(=O)c1ccc([N+](=O)[O-])o1	15	0.9	94	-0.1	-2	-2	11	100	6	2
S=C(NCc1cccs1)NCC1CCCO1 (centres undefined)	-27	0.9	98	0.3	-9	1	13	98	9	17
CCC(=O)Nc1cccc(NC(C)=O)c1	-4	0.9	99	0.0	-10	-6	9	105	6	1
CCCCCOc1ccc(N2C(=O)C3C4C=CC(C3C2=O)N(C)C4=O)cc1 (centres undefined)	-1	0.9	96	-0.3	10	-4	8	104	7	7
COc1cccc(/C=N/NC(=O)C(=O)N2CCCC2)c1OC	6	0.8	97	-0.2	-4	4	11	96	15	-5
CCOC(=O)c1ccc(CC(=O)c2ccc(O)cc2O)o1	7	0.9	82	-0.1	-21	51*	25	53	13	2
Cc1ccc(OCCCn2c(=O)oc3ccccc32)cc1	-6	0.8	88	-0.3	-15	-10	16	107	21	10
CCCCCOc1ccc(/C=c2\sc3nc(=O)c(-c4ccccc4)nn3c2=O)cc1OC	8	1	78	-0.4	-27	7	28	94	2	-16

No enrichment for hits; about 6.1% have a hit in one of these screens.
